# Screening data deposited in PubChem BioAssay by several laboratories.
# NALP1 inh: inhibitors of NALP1 inflammasome in yeast. S. cerevisiae NALP1/ASC/caspase-1 growth, X-gal OD620, 72 h. inhibition, % at 10 µM. actives 0.61% (n = 280,000). AID 2071; in the data active = inhibition mostly above about 24%, no sharp cut-off; inactive = mostly below about 32%; also: some compounds called inactive have numbers as strong as hits
# MEKK2mut PB1 HTS: signal of MEK5 binding to mutant human MEKK2 PB1 domain. percent response, % at 10 µM. AID 1530. bead flow cytometry, Alexa488-MEK5 binding to MEKK2 mutant. actives 0.35% (n = 290,000); in the data active = percent response above about 24%, passing the limit was not always enough; also: inactives centre near 1; some results filed as inactive read as strong as hits; reference of the scale not given here
# GalR3 antagonist: antagonists of human GalR3; O60755; HEK293 GalR3-CNG cAMP membrane potential fluorescence; galR3 body fused to GalR1 C-terminus; inhibition, % at 3 µM; actives 0.44% (n = 360,000); AID 651719;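 active = inhibition above the screen-wide average plus 3 SD, cut at about 13% in these data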;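 also: forskolin and galanin both at EC90 stimulate the cells; cAMP rise reported by CNG channel membrane potential dye signal; 0% = forskolin plus galanin with DMSO and 100% = forskolin alone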
# Target sequence (O60755 1-299 limits assumed): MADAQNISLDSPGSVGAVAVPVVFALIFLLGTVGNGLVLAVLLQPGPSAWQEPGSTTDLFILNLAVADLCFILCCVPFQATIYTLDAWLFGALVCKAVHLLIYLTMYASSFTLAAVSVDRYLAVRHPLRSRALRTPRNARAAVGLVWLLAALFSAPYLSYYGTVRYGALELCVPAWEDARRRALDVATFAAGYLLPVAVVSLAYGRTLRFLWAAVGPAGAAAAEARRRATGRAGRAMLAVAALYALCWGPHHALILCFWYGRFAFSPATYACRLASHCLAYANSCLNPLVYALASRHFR
# GPR7 antagonist: antagonists of human GPR7 (neuropeptides B/W receptor 1) | GPR7-expressing cells, fluorescence antagonist assay | inhibition, % at 4.4 µM | actives 1.1% (n = 290,000) | AID 1861; in the data active = inhibition above about 16%, passing the limit was not always enough;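 also: cells stimulated with the agonist NPW; 0% = agonist with vehicle and 100% = vehicle without agonist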
# Target sequence (P48145 whole entry, looked up): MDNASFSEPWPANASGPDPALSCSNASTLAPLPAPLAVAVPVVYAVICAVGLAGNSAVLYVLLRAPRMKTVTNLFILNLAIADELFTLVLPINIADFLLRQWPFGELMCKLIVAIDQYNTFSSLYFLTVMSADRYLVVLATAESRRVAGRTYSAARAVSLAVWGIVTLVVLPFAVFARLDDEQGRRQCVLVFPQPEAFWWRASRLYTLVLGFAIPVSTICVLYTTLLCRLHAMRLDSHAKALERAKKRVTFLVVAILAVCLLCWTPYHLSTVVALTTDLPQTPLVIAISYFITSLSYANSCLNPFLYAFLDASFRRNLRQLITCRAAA
# PHOSPHO1 inh: blocks human PHOSPHO1 phosphatase activity. inhibition, % at 13.3 µM. Q8TCT1. AID 1565. recombinant PHOSPHO1, absorbance phosphatase assay. actives 1.1% (n = 290,000); in the data active = inhibition above about 60%
# OXTR agonist: agonists of human oxytocin receptor | CHO-OTR cells, Fluo-8 calcium fluorescence; normalized: DMSO 0%, oxytocin 100% | activation, % at 3 µM | actives 0.32% (n = 320,000);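 active = activation above the mean of all tested compounds plus 3 SD, cutoff set per screening run, cut at about 20% in these data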;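 also: peak over basal fluorescence ratio from a 100 s FLIPR kinetic read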
# MEKK2wt PB1 HTS: raises or lowers MEK5 binding to wildtype human MEKK2 PB1 domain; Q9Y2U5; bead flow cytometry, Alexa488-MEK5 binding to MEKK2 WT; actives lie on both sides; binding response (% of control), % at 10 µM; actives 1.1% (n = 290,000); in the data active = binding response below about 67% or above about 130%
# MEKK3 PB1 HTS: MEKK3-MEK5 PB1 interaction, increase or decrease; bead-based flow cytometry, Alexa488-MEK5 binding to MEKK3; actives lie on both sides; 0 = blocked by unlabeled MEK5, 100 = vehicle; binding response (% of control), % at 10 µM; actives 1.4% (n = 290,000); AID 1529;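 active = binding response more than 3 SD above or below the average of its plate-row segment, actives on both sides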;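 also: Alexa488 bead fluorescence after subtracting the streptavidin-only scavenger bead signal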
# V1R ag counter: counter-screen for oxytocin receptor agonists: human V1a receptor agonists; actives 0.25% (n = 320,000); AID 2797; CHO-V1R cells, Fluo-8 calcium fluorescence, agonist mode; 0% DMSO, 100% 3 nM vasopressin; P37288; activation, % at 3 µM;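 active = activation above the mean activation of all tested compounds plus 3 SD, per screening run, cut at about 20% in these data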;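 also: signal is peak over basal fluorescence ratio across a 100 second FLIPR read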
# Target sequence (P37288 whole entry, looked up): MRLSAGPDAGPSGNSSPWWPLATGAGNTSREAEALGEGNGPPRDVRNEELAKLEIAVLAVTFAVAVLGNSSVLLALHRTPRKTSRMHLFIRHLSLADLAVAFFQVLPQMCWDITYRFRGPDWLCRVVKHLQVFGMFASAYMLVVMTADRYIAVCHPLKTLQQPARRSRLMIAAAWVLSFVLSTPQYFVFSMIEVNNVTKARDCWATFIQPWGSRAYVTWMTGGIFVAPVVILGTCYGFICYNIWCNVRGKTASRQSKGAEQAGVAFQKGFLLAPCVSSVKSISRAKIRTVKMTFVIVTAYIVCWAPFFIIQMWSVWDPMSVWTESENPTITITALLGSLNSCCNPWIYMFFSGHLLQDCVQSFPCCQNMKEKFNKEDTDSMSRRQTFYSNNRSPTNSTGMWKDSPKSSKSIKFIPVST
# * marks the source's active call; other numbers are inactive results; / = not tested or not shown; [ ] = dose if it differs, or a comment. Random draw from the library; overall some 5.4% were active at least once.
SMILES,NALP1 inh,MEKK2mut PB1 HTS,GalR3 antagonist,GPR7 antagonist,PHOSPHO1 inh,OXTR agonist,MEKK2wt PB1 HTS,MEKK3 PB1 HTS,V1R ag counter
COc1ccc(OC2C(=O)N(Cc3ccc(F)cc3)C2c2cc(OC)c(OC)c(OC)c2)cc1 (configuration not stated),12,26,-6,-12,1,-3.1,109,107,-1.6
COC(=O)c1ccc(NC(=O)CCN2C(=O)C3C4CCC(C4)C3C2=O)cc1 (configuration not stated),22,0,3,-10,31,0.8,98,97,1.2
O=C(O)CCC(=O)N1CCc2cc(S(=O)(=O)N3CCC(Cc4ccccc4)CC3)ccc21,18,3,/,-5,2,0.1,108,100,0.2
COc1cccc(CC2(CO)CCCN(Cc3ccccc3Cl)C2)c1 (configuration not stated),31,8,-4,-12,-3,3.3,100,102,2.4
CCOc1ccc(-n2c(SCc3ccc([N+](=O)[O-])cc3)nnc2-c2ccc(OC)cc2)cc1,28,0,0,-2,-12,-1.9,102,143*,0.6
CCOc1ccc(-c2nnc(NC(=O)C3CCCC3)o2)cc1,18,2,-8,3,36,-1.4,100,98,-0.3
Cc1ccsc1/C=C/c1ccc2cccc(O)c2n1,12,24,-3,-4,86*,-1.6,128,125,-1.3
Cc1ccc(NC(=O)CSc2nc(CSc3ccc(C)cc3)cc(=O)[nH]2)cc1,-1,1,-9,-14,40,-1.6,103,100,0.1
Cc1cccc(C)c1NC(=S)N(CCCN1CCN(C)CC1)Cc1cccs1,0,0,-4,-2,-12,0.4,98,103,0.4
CCOc1ccc(OCCC(=O)NNC(=O)c2nn(C)c(=O)c3ccccc23)cc1,-8,2,-4,10,3,-1.9,104,102,-0.7
CCOC(=O)N1CCN(C(c2cccc(OC)c2)c2sc3nc(C)nn3c2O)CC1 (configuration not stated),5,-6,-5,-1,1,-1.1,84,81,0.4
COC(=O)[C@H](CCSC)NC(=O)N1CCN(c2cccc(C(F)(F)F)c2)CC1,13,4,-7,13,14,2.0,104,100,1.9
NC(=S)Cc1ccccc1Cl,-13,-13,-2,-9,-6,-0.3,90,88,-0.6
Cc1ccc(S(=O)(=O)NCCC(=O)Nc2ccc(C)cc2C(=O)c2ccccc2)cc1,17,-1,-1,-15,-11,-2.6,99,90,-0.5
CCCCCn1c(C(C)NC(=O)CCC)nc2ccccc21 (configuration not stated),/,10,/,-11,19,-1.8,108,110,-0.6
Cc1ccc(NC(=O)NCc2c(C)nn(C)c2C)cc1Cl,1,2,-4,-2,36,-0.1,105,108,0.0
CC(=O)c1ccc(OCc2cc(C(=O)NC(C)Cc3ccccn3)no2)cc1 (configuration not stated),6,3,-8,-16,24,3.6,104,105,2.5
O=C(CN1CCOCC1)N/N=C/c1ccc(-c2cccc(Cl)c2Cl)o1,13,-2,1,-7,27,0.2,102,99,-2.3
O=C(Cc1ccc(Br)cc1)Nc1ccc(S(=O)(=O)NCC2CCCO2)cc1 (configuration not stated),0,-1,-9,4,-5,9.4,101,100,8.5
CCOC(=O)Cc1csc(Nc2c(C)n(C)n(-c3ccccc3)c2=O)n1,15,5,0,-13,26,-1.5,108,104,-0.5
CC1(C)N=C(SCC(=O)Nc2ccc(Cl)cc2)C(c2ccccc2)=N1,9,0,-10,2,4,-1.6,100,96,1.1
Cc1ccc(C(=O)CSc2ccccn2)cc1,-12,10,-1,-8,83*,-2.3,108,104,-2.0
O=c1oc(-c2ccc(Cl)c(Cl)c2)nn1-c1ccc(C(F)(F)F)cn1,-5,3,-2,-13,-8,-0.1,98,97,0.3
O=C(O)C1=C(OCc2ccccc2)C(=O)NCC1,-33,-6,-8,-6,8,1.2,92,94,0.0
Cc1ccc(CCNC(=O)CN2C(=O)COc3ccc(S(=O)(=O)N4CCC(C)CC4)cc32)cc1,17,-15,-7,-2,30,-1.3,93,94,0.3

# The final six records of the part before are carried over, then new ones follow.
SMILES,NALP1 inh,MEKK2mut PB1 HTS,GalR3 antagonist,GPR7 antagonist,PHOSPHO1 inh,OXTR agonist,MEKK2wt PB1 HTS,MEKK3 PB1 HTS,V1R ag counter
CCOC(=O)Cc1csc(Nc2c(C)n(C)n(-c3ccccc3)c2=O)n1,15,5,0,-13,26,-1.5,108,104,-0.5
CC1(C)N=C(SCC(=O)Nc2ccc(Cl)cc2)C(c2ccccc2)=N1,9,0,-10,2,4,-1.6,100,96,1.1
Cc1ccc(C(=O)CSc2ccccn2)cc1,-12,10,-1,-8,83*,-2.3,108,104,-2.0
O=c1oc(-c2ccc(Cl)c(Cl)c2)nn1-c1ccc(C(F)(F)F)cn1,-5,3,-2,-13,-8,-0.1,98,97,0.3
O=C(O)C1=C(OCc2ccccc2)C(=O)NCC1,-33,-6,-8,-6,8,1.2,92,94,0.0
Cc1ccc(CCNC(=O)CN2C(=O)COc3ccc(S(=O)(=O)N4CCC(C)CC4)cc32)cc1,17,-15,-7,-2,30,-1.3,93,94,0.3
O=C(CN(CC1CCCO1)C(=O)CNS(=O)(=O)c1ccc(Cl)cc1)NCCc1ccccc1 (configuration not stated),-4,4,0,-5,38,-0.1,103,102,0.2
O=C1NC[C@H](Cc2ccc(O)cc2)N(CCc2cccc3ccccc23)C1=O,/,7,-2,/,34,8.4,104,103,2.4
CSC1=NCCN1C(=O)Cc1ccc(-c2ccccc2)cc1,18,-4,-5,0,27,8.4,99,101,5.7
N#Cc1ccc(C23CC4(C2)[C@H](CN(Cc2ccc(-c5ccccc5)cc2)[C@@H]4c2ccccc2)C3c2ccc(Cl)nc2)cc1 (some centres not stated),/,9,0,/,26,0.4,92,112,0.2
CCCC(C(=O)NCc1ccco1)N(C(=O)CNS(=O)(=O)c1ccc(Cl)cc1)C1CCCC1 (configuration not stated),23,4,-2,-11,-14,-0.5,101,104,2.2
Cc1occc1C(=O)NC1CCCN(Cc2ccc(CC(C)C)cc2)C1 (configuration not stated),22,2,-5,-7,36,2.7,102,95,1.6
Cc1cccc(CSc2ncnc3ccccc23)c1,1,-2,-4,-10,28,0.1,99,100,0.1
CC(C)(C)C(=O)Nc1ccnc(-c2cccnc2)n1,-4,3,/,-7,32,/,100,95,/
O=C(CCC(=O)N1CCCCC1)Nc1nnc(C2CCCCC2)s1,6,1,-8,-2,33,2.2,101,100,1.6
Cc1oc2cc3oc(=O)c(CCC(=O)N(C)CC(=O)O)c(C)c3cc2c1C,11,0,1,-8,9,0.6,101,103,2.6
C=CCC1(CC=C)CCCN1C(=O)Cn1nnnc1CN(C)C(C)C,6,7,-10,-11,-3,-0.6,113,108,1.1
COc1cc(C(=O)Oc2ccc3c(c2)OCC3=O)cc(OC)c1OC,-12,9,1,-5,34,-1.1,114,109,0.0
CCCCN(CCCC)C(=O)CSc1nnc2n(C)c(=O)c3c4c(sc3n12)CCCC4,-79,14,-1,-12,-32,/,99,102,/
C1CCc2c(nc3nnnn3c2NC2CCCC2)C1,8,-2,0,10,41,0.2,95,96,0.3
CCOc1ccc(S(=O)(=O)N2CCN(c3ccccc3OC)CC2)c2cccnc12,0,4,1,2,11,4.8,106,101,4.1
COC(=O)c1ccc(-c2ccc(Cl)cc2)nc1C,32,6,-5,-16,-17,-2.0,109,112,-0.2
COC(=O)c1ccccc1Oc1ccc(NC(=O)C(C)(C)CCl)cc1,12,-8,5,-13,30,4.5,90,96,0.9
CCOCCCNC(=O)C(c1ccc(C)cc1)N(Cc1cccs1)C(=O)CNC(C)=O (configuration not stated),28,-3,10,5,-11,0.7,95,88,-0.1
CCN1C(=O)/C(=C\N(C(C)=O)c2ccccc2)OC1=S,-8,8,-6,-6,8,2.2,102,107,1.1
COc1ccc(NC(=O)C2CC(=O)N(Cc3ccc(C)cc3)C2)cc1S(=O)(=O)N1CCCCC1 (configuration not stated),20,1,5,-4,-7,-0.9,100,104,0.4
O=C1/C(=C/c2ccc(N3CCCC3)cc2)NC(=S)N1C1CC1,-25,-11,2,3,102*,115*,81,93,84*
COC(=O)N1N=C(c2ccccc2)CC1(O)C(F)(F)F (configuration not stated),4,-39,-2,-1,48,-0.2,-5.0*[inhibitor],0.0*[inhibitor],-0.3
Cc1ccc(-c2cc(C(=O)N/N=C/c3c[nH]c4ccccc34)n[nH]2)o1,17,3,-5,-6,-9,0.6,105,102,-0.2
Cc1c(N=C/C=C/c2ccccc2)c(=O)n(-c2ccccc2)n1C,-5,6,-5,-5,-15,0.1,104,105,-0.1
CSc1c(CC(=O)Nc2ccccc2)n(Cc2ccccc2)c2ccccc12,27,3,-7,-3,-13,-2.7,93,99,-0.8

# Continuation.
SMILES,NALP1 inh,MEKK2mut PB1 HTS,GalR3 antagonist,GPR7 antagonist,PHOSPHO1 inh,OXTR agonist,MEKK2wt PB1 HTS,MEKK3 PB1 HTS,V1R ag counter
O=[N+]([O-])c1ccc(OS(=O)(=O)Cc2ccccc2)cc1,4,6,0,-3,8,-1.9,99,98,0.0
O=C(COC(=O)c1ccc(O)cc1)Nc1ccccc1,1,2,-8,5,-24,0.8,102,100,1.8
CCOC(=O)CSc1nnc(CNC(=O)c2cccs2)n1-c1cc(C)ccc1C,1,3,-5,0,16,-0.6,99,98,1.5
COc1ccccc1NC(=O)N1CCCC1C(=O)Nc1ccc2c(c1)OCO2 (configuration not stated),16,0,0,-9,20,-1.6,107,104,-1.3
CS/C(N)=N/N=C/c1cc(Br)cc(Br)c1O,7,26,3,-15,4,4.8,128,129*,1.4
Nc1nccc(-c2ccc(-n3cccc3)cc2)n1,8,4,-2,-17,42,0.1,102,101,0.3
COc1ccc(CS(=O)/C(Cl)=C(/Cl)C(=O)Nc2ccc(OC)nc2)cc1 (configuration not stated),-10,-10,/,24*,-12,/,99,104,/
Oc1ccccc1N=Cc1sc2ccccc2c1Cl,54*,11,-3,-8,1,0.7,105,99,0.7
CCOC(=O)C1CCN(C(C(=O)NC2CCCCC2)c2ccc(OC)cc2)CC1 (configuration not stated),-3,6,-2,-4,-23,-0.8,109,106,-0.1
O=C(O)c1sc2cc(C(F)(F)F)cnc2c1-c1cccs1,18,-1,1,-5,32,0.2,102,105,1.7
NC(=S)N/N=C/c1cn(-c2ccccc2)nc1-c1cccnc1,6,-9,5,-13,12,-0.6,101,99,-0.8
COC(=O)N/N=C1/C/C(=N\NC(=O)OC)c2ccccc21,-4,-2,-6,-7,37,0.0,102,101,0.5
CCN(Cc1ccncc1)Cc1cn[nH]c1-c1ccc(OC)cc1F,10,-10,-3,-6,26,2.0,95,101,4.0
CC(C)NC(=O)Cn1c(SCC(=O)N2CCCCCC2)nc2ccccc21,5,0,-4,-3,3,0.3,95,96,-0.5
CC(C)(C)OC(=O)N1CCCN(C(=O)c2ccc(Cl)cc2)CC1,14,7,-6,-3,-33,-0.9,101,101,-0.8
Cc1cccc(C)c1NC(=O)CSc1ccc([N+](=O)[O-])cn1,19,27,3,-8,-9,-0.5,106,87,-0.4
CCCNC(=S)NCCN1CCCCC1,2,4,-3,-13,13,-0.3,104,120,0.7
CCCCCCN1C2=NCCCN2c2ccccc21,1,3,-6,26*,-8,2.0,104,105,0.3
c1ccc(-n2cnnc2SCc2cn3ccccc3n2)cc1,1,-3,54*,7,48,-0.5,96,90,1.1
Cc1ccc(NC(=O)NC2C(NC(=O)Nc3ccc(C)cc3)N(C)C(=O)N2C)cc1 (configuration not stated),19,5,-6,-9,25,-0.8,111,105,1.4
C=C1CCN([C@@H](Cc2ccccc2)C(=O)N2CCOCC2)S(=O)(=O)c2ccccc21,/,4,-1,/,/,-0.2,107,105,-0.2
